Vif-A3F inh: qHTS for Inhibitors of Vif-A3F Interactions: qHTS; AID 602313, 2012; 0.2% of 390,000 active; Potency, µM (top dose mostly 46.1 µM), for inactives: at the top dose activity, negative = active; HeLa A3F-eYFP + Vif (tagged APOBEC3F with the HIV-1 protein that degrades it), YFP fluorescence increase; further: potency means the concentration at half of the fitted maximal effect; % of control where 0% means no effect; nearly all actives have a fitted effect of over 65% in size
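HeLa cells stably expressing A3F-eYFP plus Vif, plated and incubated overnight at 37 deg C, then exposed to compounds overnight at 37 deg C. Blocked degradation read as raised yellow fluorescence (Ex 488/Em 500-530).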
D2 antag: HTS Assay for Allosteric Antagonists of the Human D2 Dopamine Receptor: Primary Screen for Antagonists. 2% of 340,000 active. HEK293 TREx D2 cells, calcium flux, dopamine EC80. inhibition, % at 10 µM. D(2) dopamine receptor (Homo sapiens), P14416; in the data active means inhibition above about 30%; further: 0% is about no effect
Target sequence (P14416 whole entry, looked up): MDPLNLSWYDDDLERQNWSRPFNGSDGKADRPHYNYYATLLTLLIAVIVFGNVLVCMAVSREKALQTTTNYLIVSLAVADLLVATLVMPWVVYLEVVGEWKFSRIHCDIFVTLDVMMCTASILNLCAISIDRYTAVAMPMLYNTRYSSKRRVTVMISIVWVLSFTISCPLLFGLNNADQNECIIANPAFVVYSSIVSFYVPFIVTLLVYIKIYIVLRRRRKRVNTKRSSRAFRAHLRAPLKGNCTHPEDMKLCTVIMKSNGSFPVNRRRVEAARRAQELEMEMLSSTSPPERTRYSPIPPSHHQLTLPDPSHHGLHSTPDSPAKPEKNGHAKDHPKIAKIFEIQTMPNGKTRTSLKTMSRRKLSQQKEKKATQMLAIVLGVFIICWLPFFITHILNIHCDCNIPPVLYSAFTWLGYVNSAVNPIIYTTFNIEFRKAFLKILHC
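Calcium mobilization kinetics were recorded at 1 s intervals in tetracycline-induced HEK293 T-REx D2 cells, first for 180 s after compound addition and then 180 s after EC80 dopamine.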
Vif-A3G inh: qHTS for Inhibitors of Vif-A3G Interactions: qHTS | HeLa A3G-eYFP + Vif (tagged APOBEC3G with the HIV-1 protein that degrades it), YFP fluorescence, overnight | AID 602310, 2012 | DNA dC->dU-editing enzyme APOBEC-3G (Homo sapiens), Q9HC16 | 0.076% of 410,000 active | Potency, µM (doses to about 46.1 µM), for the others: at the highest dose activity, negative = active, hits mostly inhibitors;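 further: potency means the concentration at half of the fitted maximal effect; on the % scale 0 is the no-effect control and ±100 the full control effect; nearly all actives have a fitted effect of over 60% in size; hits raise eYFP signal because A3G escapes Vif-driven loss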
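Read-out is eYFP fluorescence (Ex 488/Em 500-530) from Vif-expressing HeLa A3G-eYFP cells; more signal means A3G escaped Vif-mediated degradation. Cells plated overnight, compound pinned in, incubated overnight at 37 deg C.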
LDHA block: qHTS assay for inhibitors of human lactate dehydrogenase | L-lactate dehydrogenase A chain (Homo sapiens), P00338 | 0.15% of 480,000 active | purified LDHA, NADH/diaphorase-resazurin fluorescence; stronger effect = lower value | activity change, % (values are at about 110 or 230 µM); in the data active means activity change below about -30%; inconclusive means mostly about -25% to -30%;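 further: plate controls were DMSO wells for no effect and wells without enzyme for full effect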
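Resorufin fluorescence (ex540/em590), read at 0 and 20 min after diaphorase/resazurin addition, reports the NADH left after a 5 min room-temperature reaction of 2 nM human LDH5 with 0.06 mM NADH and 0.2 mM pyruvate.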
ERG Ets-DNA blk: qHTS for Small Molecule Inhibitors of the ERG Ets/DNA interaction | Transcriptional regulator ERG (Homo sapiens), P11308 | fluorescence polarization, His-ERG Ets domain / labelled DNA | Potency, µM (top dose mostly 76.9 µM), without a hit: at the highest dose FP activity, negative = inhibition, actives largely listed as inhibitors | 0.028% of 370,000 active | AID 624246, 2012; active means well fitted inhibition curve with a large enough effect in the polarisation, with a control signal flat; inconclusive means small, poorly fitted or top-dose-only effect, or effect the other way, or a change in a side signal; inactive means no such curve, though single readings can be large or run the other way; the % refers to the polarisation;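 further: polarization taken with two DNA probes labelled with fluorescein and Texas red; potency means the concentration at half of the fitted maximal effect; % of control where 0% means no effect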
Target sequence (P11308 whole entry, looked up, the tested form may be a part): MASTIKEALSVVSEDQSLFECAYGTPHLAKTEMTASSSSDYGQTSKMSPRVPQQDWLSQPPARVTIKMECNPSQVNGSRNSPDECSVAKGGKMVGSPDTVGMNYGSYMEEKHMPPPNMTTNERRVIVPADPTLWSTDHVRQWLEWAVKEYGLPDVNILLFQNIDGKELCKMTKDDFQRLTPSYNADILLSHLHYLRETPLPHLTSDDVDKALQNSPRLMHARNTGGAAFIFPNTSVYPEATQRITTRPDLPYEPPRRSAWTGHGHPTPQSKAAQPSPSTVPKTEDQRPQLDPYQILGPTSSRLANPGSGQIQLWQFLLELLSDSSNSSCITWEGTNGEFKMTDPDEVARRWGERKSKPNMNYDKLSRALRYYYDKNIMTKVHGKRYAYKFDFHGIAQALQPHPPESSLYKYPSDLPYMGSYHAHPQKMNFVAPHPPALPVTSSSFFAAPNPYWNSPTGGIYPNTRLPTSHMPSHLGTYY
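His-tagged ERG Ets domain (1 uM in the protein solution; 300mM KCl, 50mM Tris-HCl, 1mM EDTA, 1mM DTT, pH 7.5) received compound, then a probe mix of 5 nM fluorescein-DNA and 100nM Texas-615-DNA. Fluorescence polarization was read for both dyes.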
D2 agonist: HTS Assay for Allosteric Agonists of the Human D2 Dopamine Receptor: Primary Screen for Agonists; D(2) dopamine receptor (Homo sapiens), P14416; HEK293 T-REx D2 cells, calcium flux agonist mode; activation, % at 2 µM; 0.53% of 340,000 active;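 active means activation over 3 SD above normal in the single-dose calcium agonist read, cut at about 30% in these data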; further: 0% is about no effect
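HEK293 Trex D2 cells, tetracycline-induced, o/n 30 C 5% CO2; no-wash Ca dye, RT 30–90 min; 10-cycle baseline, 23 nl cpd added, kinetic Ca read 180 s; agonist hits = positive Ca response.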
RGS4 inhibitor: Inhibitors of Regulator of G Protein Signaling (RGS) 4: qHTS; Regulator of G-protein signaling 4 (Homo sapiens), P49798; Transcreener GDP fluorescence polarization, RGS4-accelerated GTP hydrolysis; Potency, µM (top dose mostly 114 µM), inactives show top-dose activity change, negative = inhibition, usual class: inhibitors; 0.039% of 390,000 active; AID 504845, 2011; further: potency means the concentration at half of the fitted maximal effect; on the % scale 0 is the no-effect control and ±100 the full control effect; nearly all actives have a fitted effect of over 75% in size; some results filed as inactive show a strong effect at the top dose
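MLSMR compounds (23 nl, pin-transferred) preincubated 10 min at room temperature with a 500nM (2x) first reagent, then RGS4 at 900nM (2x) plus Transcreener GDP mix added; fluorescence polarization (620/688 nm) read before and after 90 min at 30 °C.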
ALOX12 inh: Primary qHTS assay for inhibitors of human arachidonate 12S-lipoxygenase (ALOX12): Round 2. purified 12hLO, xylenol orange hydroperoxide absorbance. Potency, µM (series often up to 108 µM), without a hit: at the highest dose activity change, negative = inhibition, hits mostly inhibitors. 1.1% of 580,000 active. AID 1671190, 2021; further: potency means the concentration at half of the fitted maximal effect; on the % scale 0 is the no-effect control and ±100 the full control effect
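Purified human 12hLO (150 nM final) in 25 mM Hepes, 0.01% Triton X-100, pH 7.0 was preincubated 15 min at room temperature with compound. Then 40 uM arachidonic acid was added, 30 min. Hydroperoxide was read by Fe-XO absorbance ratio 573/405 nm.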
GRP78 ERSR act: qHTS for Inducers of the Endoplasmic Reticulum Stress Response (ERSR) in Human Glioma: qHTS | 0.02% of 420,000 active | U87-MG GRP78 promoter luciferase reporter, 16 h | Potency, µM, for the others: at the highest dose activation, most hits filed as activators; further: potency means the concentration at half of the fitted maximal effect; series mostly up to about 76 µM; % of control where 0% means no effect; nearly all actives have a fitted effect of over 35% in size
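Stably transfected U87-MG human glioma cells carrying a GRP78-based luminescent sensor were seeded at 1000 cells/well, pin-dosed with compounds and incubated 16 h. Luciferase reagent was then added, and end-point luminescence was read after 10 min at room temperature.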
An asterisk follows results filed as active; ? = inconclusive; · = no result given; [ ] = dose if it differs, or a comment. Unless noted, the call rests on the fitted dose curve; in most records, active means well fitted curve in the direction sought with a large enough effect; inconclusive means small, poorly fitted or top-dose-only effect, or another doubt; inactive means no such curve, though single readings can be large; an effect the other way counts as inactive or inconclusive. Not all compounds are listed; rates above refer to the full screens.

Every second line gives: Vif-A3F inh, D2 antag, Vif-A3G inh, LDHA block, ERG Ets-DNA blk, D2 agonist, RGS4 inhibitor, ALOX12 inh, GRP78 ERSR act
CC(c1ccc(F)cc1)n1c(Cn2ncc3ccccc3c2=O)n[nH]c1=S (stereo not given)
    14.6%, -10.4, 4.5%, -8.1, -1.4%, 0.7, -6.8%, -18.2%, -5.9%
O=C1NC(c2cccc3ccccc23)Nc2ccc(Cl)cc21 (stereo not given)
    -11.2%, ·, -29.2%, -0.6, 2.4%, ·, 9.0%, ?, -7.4%
O=C(NCc1ccncc1)c1cccc(S(=O)(=O)N2CCc3ccccc32)c1
    0.6%, 7.4, 0.9%, 0.8, 1.2%, 0.3, 9.8%, -10.2%, -0.1%
C[C@H](NCCc1ccc(O)cc1)[C@H](O)c1ccc(O)cc1
    -4.7%, ·, 3.4%, -1.7, ?, ·, -13.1%, -9.8%, -3.4%
COc1ccc(/C=C2/NC(=O)N(CC(=O)Nc3cccc(C)c3)C2=O)cc1O
    -0.8%, 4.9, -7.0%, -1.8, -4.8%, 1.8, -11.6%, -8.2%, -2.1%
COc1cc(OC)nc(NC(=O)CSc2nc3ccccc3[nH]2)n1
    -1.2%, -16.1, 0.5%, -0.9, ·, 0.2, 7.3%, -3.5%, -1.3%
O=c1[nH]nc(N/N=C/c2ccccc2OC(F)F)c(=O)[nH]1
    0.1%, 7.0, 3.0%, -7.4, 5.6%, -0.8, -8.7%, -6.3%, -2.7%
Cn1c(=O)cc(SCC(=O)N2CCN(c3ccc(F)cc3)CC2)c2ccc(Cl)cc21
    0.5%, ·, 2.4%, -2.5, -0.5%, -1.0, -3.5%, -21.4%, -2.3%
Cc1ccc(N2Cc3ccccc3OC(C)C2=O)cc1 (stereo not given)
    0.0%, -2.0, 0.3%, -0.6, 0.2%, -0.8, 2.6%, 5.4%[57.4 µM], -3.3%
CC(=O)N1CCc2cc(S(=O)(=O)NC(CC(C)C)C(=O)Nc3ccc(C(C)C)cc3)ccc21 (stereo not given)
    -13.0%, ·, 7.1%, -14.0, -2.1%, -0.3, 1.5%, -3.4%, 1.5%
CC(=O)Nc1nc2c(C)cc(NC(=O)C3CCCCC3)cc2s1
    -5.9%, 12.5, -4.4%, -5.1, 10.1%, -0.2, -13.1%, -1.0%, 3.1%
CCN(CC)CC#CCC(OC)(c1ccccc1)c1ccccc1
    -2.0%, -6.7, 0.2%, -5.0, -4.1%, -1.4, 5.0%, 10.4%, -2.9%
C=CCNc1ncnc2c1[nH]c1ccccc12
    ·, -17.4, -10.1%, -17.4, 3.6%, 2.6, -0.6%, 0.0%, -2.6%
COCCSc1nc(N)c(NC(=O)c2ccco2)c(=O)[nH]1
    0.4%, -8.0, -1.0%, 0.1, -11.0%, 1.2, 23.5%, -18.0%, -4.9%
O=C(COC(=O)/C=C/c1ccc([N+](=O)[O-])cc1)NC1CCCCC1
    3.9%, -1.8, 2.2%, -5.7, -1.4%, 0.0, 22.4%, 28.6%, -3.0%
c1ccc2c(Nc3ccc(N4CCOCC4)cc3)nc(N3CCOCC3)nc2c1
    -7.3%, 6.2, 0.8%, -5.4, 4.4%, 0.4, -2.0%[56.9 µM], -6.2%, -1.8%
O=C(O)CCCCCNC(=O)c1ccccc1
    -15.9%, 10.0, -0.6%, -3.8, 20.4%, 0.2, 16.4%, 7.2%, -5.6%
O=C(C[n+]1ccccc1)c1ccc(-c2ccccc2)cc1
    -2.7%, 1.1, 2.1%, -6.4, -6.2%, 0.4, -3.7%, -0.8%, 2.7%
Cc1cc(NS(=O)(=O)c2ccc(NC(=O)C(C)N3C(=O)c4ccccc4C3=O)cc2)nc(C)n1 (stereo not given)
    -8.9%, -1.6, -0.3%, -15.1, -4.7%, 1.1, 21.4%, -7.8%, -2.7%
CC1(c2ccc(Cl)cc2)NC(=O)N(CC(=O)c2ccc3c(c2)OCO3)C1=O (stereo not given)
    4.3%, -0.4, 1.6%, 0.1, -7.0%, 6.3, -12.1%, -20.6%, -5.2%
CCn1c(=NC(=O)CN2C(=O)CCC2=O)sc2c(C)cc(C)cc21
    1.5%, 4.5, -1.8%, -1.4, -7.7%, 0.8, -4.2%, 26.1%, -4.4%
COCCN1C(=O)N(c2ccc(OC)cc2)C(=O)C1CC(=O)Nc1cccc(F)c1 (stereo not given)
    5.8%, 5.7, 0.8%, -0.4, -0.4%, 0.6, -10.2%, -2.9%, -3.9%
COc1cccc(CNS(=O)(=O)c2cc(Br)ccc2Br)c1
    -9.5%, ·, -0.4%, -3.1, ·, ·, ·, ?, -2.2%
Cc1ccc2c(=O)cc(C(=O)NC3CCS(=O)(=O)C3)oc2c1 (stereo not given)
    0.0%, -16.5, 3.0%, 0.8, 1.0%, 0.3, -0.1%, -1.1%, -3.6%
COc1cc(Cl)c(C)cc1NC(=O)c1cc(S(=O)(=O)N2CCCC2)ccc1F
    1.4%, ·, -0.5%, -11.6, 1.5%, -0.6, 10.9%, -12.4%, -4.5%
CCCCS(=O)(=O)Nc1ccc(N2CCOCC2)c(S(=O)(=O)N2CCOCC2)c1
    4.8%, 7.3, -0.7%, -1.6, -4.4%, 0.8, -8.4%, 0.0%, -4.0%
CN(CCc1ccccc1)C(=O)c1cccc(NC(=O)Cc2ccc([N+](=O)[O-])cc2)c1
    -0.3%, ·, 0.4%, -1.2, 0.8%, ·, -26.4%, -21.0%, -5.7%
CN(n1cnc2ccccc2c1=O)S(C)(=O)=O
    -0.5%, ·, 1.3%, -3.3, 4.0%, ·, -12.3%, 142.7%[activator], -5.1%
Cc1cc(N2CCCCC2)nc(SCc2ccc(C#N)cc2)n1
    -0.9%, -4.3, -4.1%, -4.1, -1.8%, 0.8, 24.7%, 10.0%, -7.6%
COc1ccc(Br)cc1/C=N/Nc1ccc(S(=O)(=O)Nc2ccccc2C(=O)O)cc1[N+](=O)[O-]
    -9.8%, ·, -0.5%, -12.2, ·, ·, ?, 14.1µM*, -7.8%
CCCS(=O)(=O)Nc1ccc(Nc2c3ccccc3nc3ccccc23)c(OC)c1
    -25.2%, ·, -1.0%, 8.5, -7.5%, ·, ?, ?, -2.6%
CCCCC(=O)OCC(=O)c1[nH]c(C)c(C(=O)OCC)c1C
    -1.3%, -3.2, 0.5%, 1.1, -19.6%, 0.7, 19.6%, -19.9%, 0.8%
CC(C)(C)n1nc2c(c1NC(=O)COc1ccc(Cl)cc1)CS(=O)(=O)C2
    0.2%, 0.3, 4.8%, -8.6, -2.0%, 0.0, -25.1%, 0.0%, -2.8%
COc1ccc2oc(=Nc3cc(F)ccc3F)c(C(N)=O)cc2c1
    -20.1%, 16.7, ?, -3.5, 0.0%, -0.2, 18.9%, 9.4%, 12.8%
Cc1nc2ccccn2c1C(=O)CSc1ccc(Cl)cc1Cl
    -15.5%, 3.0, 0.1%, -2.1, 0.4%, 0.3, 3.1%, 0.0%, -6.2%
COc1cc(OC)c2c(-c3ccccc3)cc(=O)oc2c1
    -2.2%, -8.0, ?, -9.8, 1.3%, 0.2, 6.5%, 31.5%[activator], -3.5%
N#C/C(=C\c1cccc(F)c1)c1nc(-c2cc3ccccc3oc2=O)cs1
    -9.0%, ·, 0.5%, -6.1, 2.9%, ·, -6.1%, -33.3%, -3.3%
O=C(CN1CCN(S(=O)(=O)c2ccc(Br)cc2)CC1)N/N=C/c1ccco1
    1.7%, -0.8, 0.8%, 0.5, -1.0%, -0.4, 7.3%, 15.1%, -4.8%
COc1ccc(OC)c(CCNC(=O)c2cnn(-c3ccccc3)c2C2CCN(C(=O)OC(C)(C)C)CC2)c1
    2.0%, ·, 1.7%, 0.2, -5.6%, ·, -20.0%, 1.8%, -0.8%

Some of these compounds in order of length of the SMILES, ascending:
Every second line gives: Vif-A3F inh, D2 antag, Vif-A3G inh, LDHA block, ERG Ets-DNA blk, D2 agonist, RGS4 inhibitor, ALOX12 inh, GRP78 ERSR act
COc1cc(OC)c2c(-c3ccccc3)cc(=O)oc2c1
    -2.2%, -8.0, ?, -9.8, 1.3%, 0.2, 6.5%, 31.5%[activator], -3.5%
COc1cccc(CNS(=O)(=O)c2cc(Br)ccc2Br)c1
    -9.5%, ·, -0.4%, -3.1, ·, ·, ·, ?, -2.2%
CCCCC(=O)OCC(=O)c1[nH]c(C)c(C(=O)OCC)c1C
    -1.3%, -3.2, 0.5%, 1.1, -19.6%, 0.7, 19.6%, -19.9%, 0.8%
Cc1ccc2c(=O)cc(C(=O)NC3CCS(=O)(=O)C3)oc2c1 (stereo not given)
    0.0%, -16.5, 3.0%, 0.8, 1.0%, 0.3, -0.1%, -1.1%, -3.6%

Screening results (PubChem)
